mHTT-CaM PPI inh: inhibitors of human mutant huntingtin-calmodulin interaction; actives 3.6% (n = 190,000); AID 1671202; inhibition, % at 15 µM; AlphaScreen His-mHTT/GST-CaM binding, luminescence; P42858;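 note: 0% = both proteins with DMSO and 100% = one protein alone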
Pf apPOL inh: Pf-apPOL DNA polymerase inhibition | Recombinant Pf-apPOL, molecular beacon fluorescence, 1.5 h | inhibition, % at 10 µM | actives 0.25% (n = 210,000)
The depositor's hits bear a star; nt = not tested or not shown; & = joins results of further samples. Cut-off read from the data, not from the text of the source: active = inhibition above about 50%; inactive = the rest.

SMILES	mHTT-CaM PPI inh	Pf apPOL inh
Cc1ccc(-c2cc(C(F)(F)F)n3ncc(C(=O)N4CCCC4)c3n2)cc1	-5	1
O=C(Nc1ccc(Oc2ccccc2)cc1)c1cnc2n(c1=O)CCS2	-2	-2
COc1ccc([C@H]2C[C@@H](O)[C@H](n3cc(COC(=O)c4ccccc4)nn3)CN2C(=O)C2CCCCC2)cc1	23	0
Cc1cccc(C(C)C)c1NC(=O)c1cccs1	-3	10
CSc1nnc(-c2nn(C)c3c2CN(C(=O)c2ccc(F)c(F)c2)CC3)n1C	2	-2
Cc1ccc(NC(=O)C2CCN(c3nccnc3Oc3ccc(C)cc3)CC2)cc1	1	-1
Cc1cc(C(=O)Nc2ccccc2F)nc2ccnn12	-8	-4
CC1(C(=O)NCc2ccc(F)cc2)CCCN(C(=O)NCCc2ccccc2)C1 (stereo unspecified)	-5	1
CC(=O)c1ccc(NC(=O)c2ccc(C)cc2C)cc1	-3	-4
CCC(C)c1ccc(O)c(NC(=O)c2cncc(Br)c2)c1 (stereo unspecified)	6	-11
CCC(=O)N1CCc2cc(Br)cc(S(=O)(=O)NCCc3ccc(Cl)cc3)c21	6	-8
COc1cc(NC(=O)COc2ccccc2OC)cc(OC)c1	-4	-1
CCOCCCNC(=O)N1CCCCCC1c1ccc(C)cc1 (stereo unspecified)	-4	0
CCCCc1ccc(OCC(=O)NN)cc1	-2	-3
Cc1c(Cl)cccc1-n1cnc2cc(C(=O)O)ccc21	5	-3
COc1c(Cl)cccc1-c1cn2ccc(C)cc2n1	nt	-5
CN(C(=O)C1CCCN(c2ncnc3c2nc2n3CCCCC2)C1)c1ccccc1Cl (stereo unspecified)	32	3
Cc1ccc2c(Cl)c(C(=O)NCc3cccnc3)sc2c1	38	4
COc1ccc(CN2CCc3nc(N4CCN(c5cccc(OC)c5)CC4)ncc3C2)cc1	74*	2
O=C(O)c1ccc(-c2c[nH]c3ncc(-c4ccccc4)cc23)cc1C1CCCC1	nt	1
O=C(COc1ccc(Br)cc1)Nc1cccc(NC(=O)c2cccs2)c1	0	-1
CCCc1nc(-c2c(C)cc(C)nc2NC(=O)c2ccccc2C(F)(F)F)no1	2	5
COc1ccc(/C=C/C(=O)Nc2c3c(nn2-c2ccc(Cl)cc2)CS(=O)(=O)C3)cc1OC	25	-1
CCC(C)NCCOc1ccccc1[N+](=O)[O-] (stereo unspecified)	0	32
CC(=O)Nc1cccc(OCCCNS(=O)(=O)c2ccc(Oc3cccc(Cl)c3C#N)cc2)c1	nt	-5
Cc1ccccc1CCNC(=O)c1cc2n(n1)CCCN(Cc1ccc(F)cc1)C2=O	2	10
O=C(Cc1ccccc1)c1ccc(O)cc1O	-7&7	0&9
Clc1ccc(CSc2nc3ccccc3n2Cc2ccc(Cl)cc2Cl)c(Cl)c1	nt	-10
COc1ccc(CN2CCCC(O)C2)c(OC)c1OC (stereo unspecified)	-2	-5
CCc1ccc(S(=O)(=O)n2cnc3cc(C)c(C)cc32)cc1	-29	-2
CC(C)C[C@@H]1COc2cc(N3CCSCC3)ccc2S(=O)(=O)N1C	4	-1
CC(=O)Nc1ccc(S(=O)(=O)N2CCN(Cc3ccccc3)CC2)cc1	15	-1
COc1cccc(C2=CC(c3ccccc3F)n3ncnc3N2)c1 (stereo unspecified)	8	-10
Cc1cccc(OCC(O)Cn2cnc3ccccc32)c1 (stereo unspecified)	-2	-5
COc1ccc(S(=O)(=O)N2CCCCC2)cc1	-15	1
O=C(COc1ccccc1)NCC1CCN(Cc2ccsc2)CC1	-3	-7
CS(=O)(=NS(=O)(=O)c1cc(S(=O)(=O)c2ccccc2)cs1)c1ccc(Cl)cc1 (stereo unspecified)	nt	14
COc1ccc(C(=O)Nc2c3c(nn2-c2ccccc2C)CS(=O)C3)cc1OC (stereo unspecified)	-3	-25
Cc1ccc(NC(=O)C2CCCN(c3nccc4sccc34)C2)c(C)c1 (stereo unspecified)	-5	-10
NNC(=O)c1nonc1N	-3	nt
CCc1ccc(C(=O)CSC2=C(C#N)C(c3ccco3)C(C(C)=O)=C(C)N2)cc1 (stereo unspecified)	-5	-5
CCOC(=O)C1CCCN(S(=O)(=O)CCCOc2ccc3c(c2)OCO3)C1 (stereo unspecified)	-1	-6
CC(C)CN1CCCCC1c1nncn1CC1CC1 (stereo unspecified)	0	1
Cc1c(C#N)c(SCc2ccc(C(C)(C)C)cc2)nc2ccccc12	nt	-24
Cc1cccc(-n2nc3c(c2NC(=O)COc2ccc(Cl)cc2)CSC3)c1C	20	-6
O=c1[nH]cc(COCc2ccccc2)c(=O)[nH]1	-5	2
FC(F)(F)c1cccc(N2CCNC2=S)c1	nt	-17
Cc1ccccc1CN1C(=O)C(=O)c2ccccc21	33	-4
CCSc1nnc2c(n1)OC(c1ccc(O)c(OC)c1)Nc1ccccc1-2 (stereo unspecified)	-6	-1
Cc1ccc(NC(=O)Cn2c(Br)nc3c2c(=O)n(C)c(=O)n3C)cc1	6	-7

Structures above that contain four or more nitrogen atoms, in the order listed:
SMILES	mHTT-CaM PPI inh	Pf apPOL inh
Cc1ccc(-c2cc(C(F)(F)F)n3ncc(C(=O)N4CCCC4)c3n2)cc1	-5	1
COc1ccc([C@H]2C[C@@H](O)[C@H](n3cc(COC(=O)c4ccccc4)nn3)CN2C(=O)C2CCCCC2)cc1	23	0
CSc1nnc(-c2nn(C)c3c2CN(C(=O)c2ccc(F)c(F)c2)CC3)n1C	2	-2
Cc1ccc(NC(=O)C2CCN(c3nccnc3Oc3ccc(C)cc3)CC2)cc1	1	-1
Cc1cc(C(=O)Nc2ccccc2F)nc2ccnn12	-8	-4
CN(C(=O)C1CCCN(c2ncnc3c2nc2n3CCCCC2)C1)c1ccccc1Cl (stereo unspecified)	32	3
COc1ccc(CN2CCc3nc(N4CCN(c5cccc(OC)c5)CC4)ncc3C2)cc1	74*	2
CCCc1nc(-c2c(C)cc(C)nc2NC(=O)c2ccccc2C(F)(F)F)no1	2	5
Cc1ccccc1CCNC(=O)c1cc2n(n1)CCCN(Cc1ccc(F)cc1)C2=O	2	10
COc1cccc(C2=CC(c3ccccc3F)n3ncnc3N2)c1 (stereo unspecified)	8	-10
NNC(=O)c1nonc1N	-3	nt
CC(C)CN1CCCCC1c1nncn1CC1CC1 (stereo unspecified)	0	1
CCSc1nnc2c(n1)OC(c1ccc(O)c(OC)c1)Nc1ccccc1-2 (stereo unspecified)	-6	-1
Cc1ccc(NC(=O)Cn2c(Br)nc3c2c(=O)n(C)c(=O)n3C)cc1	6	-7

(cont.)
SMILES	mHTT-CaM PPI inh	Pf apPOL inh
CCOc1ccc(/C=C2\SC(=N)N(c3ccc4c(c3)OCO4)C2=O)cc1OC	11	-6
CC(=O)Nc1ccc(N/C=C(\C#N)c2nc(-c3cccc(Br)c3)cs2)cc1	4	-11
CC(C)OCCCNC(=O)C1(O)c2ccccc2NC(=O)N1c1ccc(Cl)cc1 (stereo unspecified)	-1	-2
COc1ccccc1CN1C(=O)c2ccccc2C1C(=O)NC1CCCCC1 (stereo unspecified)	36	-8
CNc1nccc(N2CCC(CC(=O)N3CCN(c4ccc(OC)cc4)CC3)CC2)n1	21	-2
O=C(NC1CC1)C(Sc1ccccc1)c1ccccc1 (stereo unspecified)	-5	2
N#Cc1cnn(S(=O)(=O)c2ccc(Cl)cc2)c1C1CC1	nt	0
CCCCSCCCNC(=O)CCN1N=C(c2ccccc2)CCC1=O	5	-12
Cc1cccc(-c2nc(-c3ccc(-n4cccn4)nc3)no2)c1	-7	1
Cc1oc(C(C)(C)C)c(CN2CCOCC2)c1C(=O)O	-1	-6
Cn1c(=O)[nH]c(=O)c2c1nc(Br)n2CC(N)=O	-4	1
CN(C)CCCCOc1ccc(Br)cc1Cl	-4	-1
Nc1cccc(-c2nc3cc(Cl)ccc3o2)c1	-19	-4
COc1ccc(-c2nc3ccccn3c2NC(=O)C(Cl)Cl)cc1	19	1
CC(Oc1ccccc1)C(=O)NCCc1ccc(F)cc1 (stereo unspecified)	-6	-3
O=C1CCCC(=O)N1CCS(=O)(=O)NCc1ccsc1	-10	0
CC(=O)N(CN1C(=O)c2cc(Cl)c(Cl)cc2C1=O)c1ccccc1	-1	-4
Fc1ccc(C#Cc2ccc(C#Cc3ccc(F)cc3)cc2)cc1	6	nt
Cc1nnc(SCc2cnc(-c3ccccc3)o2)[nH]c1=O	2	3
O=C(CCSCc1ccccc1F)NCc1cccnc1	-5	-10
COc1ccc(C(=O)Nc2ccc(Br)cc2C(=O)O)cc1[N+](=O)[O-]	-3	-3
CCn1c(=O)c2c(ncn2C(C)C)n(-c2cccc(Cl)c2)c1=O	-4	-5
O=C(Cc1c(C(=O)O)[nH]c2ccc(Cl)cc12)Nc1cccc(C(F)(F)F)c1	16	-2
CC(C)(C)NC(=O)CSc1ccc(Cl)cc1	-8	-8
CC(O)C(Nc1ccccc1CC(=O)OC(C)(C)C)C(=O)O (stereo unspecified)	nt	-6
CCCn1c(=N)c(C(=O)NCCc2ccccc2)cc2c(=O)n3cccc(C)c3nc21	3	-6
COc1ccc(N=c2oc3c(OC)cccc3cc2C(=O)Nc2nccs2)cc1	4	-2
Cc1nnc(NC(=O)CSc2nc(C(C)C)ccc2C#N)s1	-5	2
COc1ccc(-c2nc(-c3ccc(=O)[nH]c3)no2)c(C)c1	0	10
COc1ccc(N2C(=O)C(=O)C(=C(O)c3ccccc3)C2c2ccc([N+](=O)[O-])cc2)cc1 (stereo unspecified)	34	-4
COc1ccccc1-n1c(SCC(=O)Nc2ccc(F)cc2)nc2c(c1=O)SCC2	14	-8
O=C(Nc1cc2c3c(c1)CC(=O)N3CCC2)c1cnccn1	-3	0
CCOc1ccc(N2C(=O)CSC2c2ccccc2[N+](=O)[O-])cc1 (stereo unspecified)	10	-5
Cc1cc(NC(=O)Nc2scc(S(=O)(=O)c3ccc(Cl)cc3)c2C)on1	nt	0
Cc1cc(O)cc2c1C(=O)C(=Cc1ccccc1Cl)O2	6	1
O=C(CCCc1ccccc1)NCC(=O)N1CCN(c2ccccn2)CC1	2	-2
Cc1ccc(C)c(NS(=O)(=O)c2cccc([N+](=O)[O-])c2)c1	3	-1
CCOc1ccccc1C=C1Oc2cc(OC(=O)c3ccco3)ccc2C1=O	2	-3
CN(C)C(CNC(=O)C(=O)NC1CC1)c1cccn1C (stereo unspecified)	-10	-3
CC(=O)N1CCc2[nH]c3ccc(C(=O)N4CCN(C5CCCC5)CC4)cc3c2C1	41	-2
Cc1nc(=O)c(-c2ccccc2)c(C)n1-c1ccccc1C(=O)O	-2&5	1&4
CC(=O)Nc1sc2c(c1C(c1cccnc1)N1CCOCC1)CCCC2 (stereo unspecified)	4	-7
COc1ccccc1C(=O)Nc1sc2c(c1C(=O)NC1CCS(=O)(=O)C1)CCCC2 (stereo unspecified)	-4	-14
CC(=O)Nc1ccc(C)cc1S(=O)(=O)N1CCC(c2nc3ccncc3n2C(C)C)C1 (stereo unspecified)	1	-4
CCOc1ccc(-n2cc(-c3ccc4c(c3)OCO4)[nH]c2=O)cc1	25	-1
CCC(C)NC(=O)C1c2cc(OC)c(OC)cc2C(=O)N(C)C1c1ccccc1F (stereo unspecified)	-12	-5
CC1(C)C2([N+](=O)[O-])CN(CCO)CC1([N+](=O)[O-])CN(CCO)C2	-3	-32
Cc1ccc(-c2nnn(CC(=O)C(C)(C)C)n2)cc1Cl	nt	0
NNC(=S)Nc1ccccc1Cl	nt	-2
Cc1cc(C)nc(NS(=O)(=O)c2ccc(NC(=O)COc3c(C)ccc(C)c3C)cc2)n1	44	-8
(next part)
SMILES	mHTT-CaM PPI inh	Pf apPOL inh
CC1=C(C(N)=O)C(c2ccc([N+](=O)[O-])cc2)n2nc(SCc3ccccc3F)nc2N1 (stereo unspecified)	5	2
COc1ccc(CSc2nnc(N)s2)cc1	-1	-13
O=C(O)c1nccnc1C(=O)Nc1ccc(S(=O)(=O)N2CCOCC2)cc1	nt	-8&-8
Cc1ccc(CCC(=O)Nc2nccs2)o1	-3	-10
O=C(c1ccoc1)N1CCC(c2nncn2-c2ccccc2)CC1	-11	4
Cc1c(C(=O)NCCN(C)C)oc2ccc(S(=O)(=O)N3CCCC3)cc12	-1	4
O=C(NC(OCc1ccccc1)(C(F)(F)F)C(F)(F)F)OCc1ccccc1	nt	-5
N#Cc1nc(COc2ccc(Cl)cc2)oc1N1CCC(C(N)=O)CC1	12	4
Cc1ccc(NC(=O)N2CC(C(=O)N3CCCC3)C3(CCOCC3)C2)cc1Cl (stereo unspecified)	-4	-2
CC1=C(C(=O)Nc2ccc(F)c(F)c2)C(c2ccccc2F)NC(=O)N1 (stereo unspecified)	-1	-3
CCCCN(Cc1ccccc1)S(=O)(=O)c1ccc2c(c1)CC(C)N2C(C)=O (stereo unspecified)	-6	2
COc1ccccc1N1C(=O)CC(N2CCc3ccccc32)C1=O (stereo unspecified)	4	-1
COCCOC(=O)c1c(C)oc2ccc(OC(C)=O)cc12	-7	-2
O=C(O)CCn1c(=O)sc2ccccc21	-5	4
COc1cc(OC)c(OC)cc1C=C1Oc2cc(OCC(=O)O)ccc2C1=O	5	6
CCCOc1ccc(CN2CCCC2c2cc(C)on2)cc1 (stereo unspecified)	-11	3
Nc1nonc1-c1nc2ccccc2n1Cc1cc2c(cc1Cl)OCO2	6	6
COc1ccc(NC(=O)c2ccco2)cc1Cl	6	-3
O=S(=O)(c1cc(Cl)ccc1Cl)N1CCc2ccccc21	-13&-10	1&-10
Cc1ccc(NC(=O)C2CCCN(C(=O)c3cc(C)cc(C)c3)C2)cc1 (stereo unspecified)	-6	0
COc1ccc(C2=N/C(=C\c3ccccc3Cl)C(=O)O2)c(Br)c1	-3	-6
Cc1nc2ccccc2c(=O)n1-c1ccc(NC(=O)COc2ccc3c(c2)OCO3)cc1	30	-8
Cc1cccc(CN2CCN(C3CN(Cc4cn(Cc5ccccc5F)nn4)S(=O)(=O)C3)CC2)c1 (stereo unspecified)	15	-4

Source: PubChem (University of Kansas High Throughput Screening Laboratory)
